# Assay outcomes deposited in PubChem BioAssay by several laboratories.
# b-catenin transl – beta-catenin nuclear translocation modulation. HeLa beta-catenin nuclear translocation, immunofluorescence imaging. nuclear translocation activity, % at 5 µM. 0.3% of 190,000 active. AID 1665;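 active = nuclear translocation activity above 50% at 5 µM, with a well cell count of 50 or more; inconclusive = wells under 50 cells across six images, flagged as toxic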;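 note: per-cell ratio of nuclear to cytoplasmic median beta-catenin stain intensity; plate controls were DMSO negative control for no effect and GSK-3 inhibitor IX positive control for full effect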
#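 Signal – beta-catenin immunofluorescence imaging with DAPI · Test system – human HeLa cell line · Dosing – 5 µM primary single dose, 0.1% DMSO, 0.02–20 µM confirmation series · Measure – % activation, nuclear-to-cytoplasmic median beta-catenin signal ratio per cell · Incubation – 24 h compound exposure at 37°C, 5% CO2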
# Dynein transport – dynein cargo transport inhibition; 0.47% of 220,000 active; z-score, hits read low; 3617.4 mouse cells, GR-EGFP nuclear translocation imaging; test concentration mostly 20 µM; stimulated with dexamethasone, 1 µM; stronger effect = lower value;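 active = plate z-score of nuclear minus cytoplasmic receptor signal below a set negative limit, without overly bright fluorescence or cell loss, cut at about -3.5 in these data, passing the limit was not always enough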;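 note: z-score of nuclear minus cytoplasmic ring GR-EGFP intensity difference per well; some compounds called inactive have numbers as strong as hits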
#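 medium = tetracycline-free induction medium containing charcoal-stripped FBS | also added = 1.0 µM final dexamethasone stimulus | schedule = 48 h induction, 1 h compound, 30 min dex at 37 °C | technique = fixed, Hoechst-stained cells imaged at 10x for EGFP | measure = GR-EGFP nuclear translocation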
# WT yeast gro inh – growth inhibition of WT yeast, mitochondrial fusion screen; mitochondrial fusion phenotypic screen, WT strain; inhibition, % at 10 µM; 2.1% of 190,000 active; in the data active = inhibition above about 58%; tested in S. cerevisiae
# Hep lipid drop – modulators of hepatic lipid droplet formation; AML12 mouse hepatocytes, oleate lipid droplets, BODIPY imaging; inhibition, % at 6.5 µM; 0.4% of 240,000 active; AID 1656;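 active = lipid droplet intensity inhibited by at least 50%, with more than 500 cells counted; inconclusive = wells with under 300 cells, treated as cytotoxic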
#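 Assay system: AML12 mouse liver cells | Compound dosing: One dose, 6.5 µM compound | Read-out basis: Droplet intensity reduction, % inhibition | Measured by: Fluorescence imaging, 20x objective, two fields per well | Schedule: Overnight treatment with compound plus oleate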
# Autophagy mod – alters autophagy in cells | calls only at 10 µM (by protocol) | MEF GFP-LC3 puncta imaging; test concentration mostly 10 µM | 0.98% of 190,000 active | AID 463193;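 active = percentage of spot-positive cells more than 3 SD above its plate mean, without a fluorescence outlier flag or 80% toxicity; inconclusive = no clear call, values can overlap the other calls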;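 note: spot-positive cell cutoff set from DMSO-treated cells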
# Ins promoter up – MIN6 insulin promoter up-regulation; z-score at 5 µM; AID 1625; MIN6 insulin promoter-GFP reporter, high-content imaging; stronger effect = higher value; 0.3% of 190,000 active;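 active = z-score above 3 at 5 µM with at least 500 cells counted in the well; inconclusive = wells under 500 cells, flagged as cytotoxic or low count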
# CSM14.1 death rescue – rescue of cells from ER stress-induced death, primary screen, 384-well, CSM14.1, thapsigargin, ATP luminescence (AID 1222) | CSM14.1 thapsigargin-induced death rescue, ATP luminescence; higher % means a stronger effect | one-dose cellular ATP content (survival), % at 20 µM; EC50 in µM for titrated hits | 190,000 tested, under 10 active;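 active = EC50 below 50 µM in the dose-response confirmation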;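 note: death triggered by thapsigargin at about 15 µM added after 2 h compound pretreatment; cell ATP read after overnight thapsigargin exposure of roughly 18 to 22 hours; normalized against plate controls of thapsigargin alone and 5% DMSO vehicle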
# MT stabilize HCS – microtubule stabilizers in HeLa cells; 0.83% of 200,000 active; HeLa tubulin immunostaining HCS, 24 h; share of cells brighter than vehicle mean+2SD; % tubulin-high responders, % at 10 µM;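 active = plate Z-score above 3 for both tubulin-high and condensed-nucleus cell shares, with cell loss under 80%, at 10 µM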;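 note: anti alpha tubulin signal scored within the nucleus-defined area of each cell; some results filed as inactive read as strong as hits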
# XIAP displacement – small molecules displacing peptide from XIAP – biochemical, IAP family, fluorescence polarization (AID 1018). XIAP BIR domain, fluorescence polarization peptide displacement; higher % means a stronger effect. one-dose displacement, % at 20 µM; IC50 in µM for titrated hits. 0.007% of 200,000 active; in the data active = displacement above about 50%; note: a part of the inactive calls stands beside numbers as strong as those of hits
# WT yeast gro inh mutant strain – further read-out of WT yeast gro inh, marked with its call; inhibition, %; mitochondrial fusion phenotypic screen, mutant strain inhibition
# Dynein transport cytoplasmic EGFP – further read-out of Dynein transport, marked with its call; z-score; measured here: cytoplasmic GR-EGFP intensity; stronger effect = higher value
# Dynein transport nuclear GR-EGFP – recorded beside Dynein transport, whose call it bears; z-score; measured here: nuclear GR-EGFP intensity;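 lower value marks the stronger effect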
# Dynein transport cell count – recorded beside Dynein transport, whose call it bears; z-score; measured here: cell count per field
# Ins promoter up cell count – second read-out of Ins promoter up, no call of its own (marks repeat the call); cell count; measured here: cytotoxicity, nuclei count;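 total cells summed across four imaged fields per well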
# Hep lipid drop cells 6.5 µM – also measured in Hep lipid drop; calls as there; cell count; measured here: cell count, cytotoxicity flag;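 cells counted across two imaged fields per well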
# b-catenin transl cell count 5 µM – further read-out of b-catenin transl, marked with its call; cell count; measured here: cell count, cytotoxicity flag
# MT stabilize HCS Hoechst-high % – further read-out of MT stabilize HCS, marked with its call; % Hoechst-high responders; measured here: nuclear condensation Hoechst responders;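 share of cells brighter than vehicle mean plus two SD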
# MT stabilize HCS cytotoxicity % – further read-out of MT stabilize HCS, marked with its call; toxicity, %; measured here: cytotoxicity by cell density;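 0% = mean cell density of plate MIN control wells and 100% = no cells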
# Autophagy mod cell loss 18 h – second read-out of Autophagy mod, no call of its own (marks repeat the call); toxicity, %; measured here: cell loss, nuclei count;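 cell loss after 18 h compound exposure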
# The depositor's hits bear a star; i = inactive; ? = inconclusive; nt = no result given; + = active, no number.
SMILES,b-catenin transl,b-catenin transl cell count 5 µM,Dynein transport,Dynein transport cytoplasmic EGFP,Dynein transport nuclear GR-EGFP,Dynein transport cell count,WT yeast gro inh,WT yeast gro inh mutant strain,Hep lipid drop,Hep lipid drop cells 6.5 µM,Autophagy mod,Autophagy mod cell loss 18 h,Ins promoter up,Ins promoter up cell count,CSM14.1 death rescue,MT stabilize HCS,MT stabilize HCS Hoechst-high %,MT stabilize HCS cytotoxicity %,XIAP displacement
Nn1c(SCC(=O)Nc2ccc3c(c2)OCO3)nncc1=O,-2.1,1154,-1.1,-0.29,-0.5,0.47,-4,-5,-6,714,i,5,0.93,1159,2.8%,1.9,1.5,8.7,-4.5%
Cn1cc(CN2CCc3ccccc3C2)c2ccccc21,nt,nt,1.8,-0.27,0.87,-0.73,-2,-1,-4,738,i,1,-1,1329,-2.3%,2.4,1.1,5.4,-3.3%
CCn1cnc2sc(C(=O)Oc3cccc(C)c3)c(C)c2c1=O,1.9,518,1.4,-0.19,0.97,-1.3,20,39,-1,770,i,19,nt,nt,0.1%,4.6,1.3,2.4,-6.4%
COc1ccc2c(c1)nc(SCC(=O)c1cccs1)n2C,0.3,1381,-1.3,-0.2,-0.71,0.76,-11,-8,nt,nt,i,21,-0.72,1590,-0.6%,2.8,2.7,6.0,-5.4%
NNC(=O)c1oc2ccccc2c1-n1cccc1,-1.1,1098,0.17,-0.34,-0.27,-0.15,-8,6,0,696,i,0,0.53,1297,nt,3.4,2.8,11,-16%
CCNc1nc(NCC)n2c(SCc3ccc(F)cc3)nnc2n1,0.1,1067,-0.24,-0.12,0.094,-0.11,12,3,1,737,i,3,-0.49,1378,-1.7%,8.7,2.3,7.2,-3.3%
COCCN1C(=O)c2ccc(C(=O)NCc3cccnc3)cc2C1=O,nt,nt,-0.13,-0.32,-0.15,0.84,-3,2,-13,739,i,-3,nt,nt,-2.9%,2.3,2.5,7.0,-3.9%
CC1(C)CC(=O)C(C2C3=C(CC(C)(C)CC3=O)OC3=C2C(=O)CC(C)(C)C3)=C(O)C1,-2.2,1336,-0.033,-0.2,0.52,-0.23,nt,nt,-13,745,nt,nt,0.46,1198,nt,nt,nt,nt,nt
CSc1nc(N(C)C)nc(N(C)C#N)n1,-1.4,1154,-0.81,-0.22,-0.36,1.1,11,2,3,703,i,-15,-1.3,1337,-11%,4.6,2.1,4.0,-5.9%
CCNc1nc(Oc2c(Cl)cccc2Cl)cc(C(F)(F)F)n1,nt,nt,-1.2,-0.39,-0.34,0.45,-3,2,nt,nt,i,-22,nt,nt,-1.8%,2.9,2.1,9.0,-1.7%
Cc1nnc(SCC2=C(C(=O)O)N3C(=O)C(NC(=O)Cn4nc(C(F)F)c(Cl)c4C)C3SC2)s1 (stereo not drawn),0.5,1081,2.9,-0.17,1.5,-1.2,-4,-18,6,672,i,-1,0.59,1333,1.3%,4.0,3.4,11,-12%
Cc1cc(C)c(C)c(S(=O)(=O)NCc2ccco2)c1C,-4.5,1227,0.52,-0.22,0.41,-0.63,49,37,0,745,i,-4,-0.76,1352,-2.4%,3.6,2.5,7.5,-4.5%
NC(=O)Cn1c(=O)n(-c2ccccc2)c(=O)c2oc3ccccc3c21,0.5,1056,1.6,-0.24,0.3,-1.5,-4,10,12,674,i,3,-0.48,1248,0.7%,1.3,3.1,7.3,0.3%
O=C(O)CCCC(=O)Nc1cccc(C(=O)Nc2ccccc2C(=O)O)c1,3.4,973,-0.96,-0.21,-0.28,0.59,18,9,13,785,i,-28,1.3,1519,1.4%,4.4,1.9,5.5,-3.1%
Cc1cc(C)cc(OCC(=O)OCC(=O)c2ccc3c(c2)NC(=O)CO3)c1,nt,nt,-0.69,-0.24,0.3,0.57,70*,-1.6*,14,751,i,-11,nt,nt,-1.6%,1.4,1.5,5.1,3.1%
CCOC(=O)C1=C(N)n2c(s/c(=C\c3ccco3)c2=O)=C(C(=O)OC(C)C)C1c1ccco1 (stereo not drawn),1.6,1076,-1,-0.024,-0.51,1.5,10,0,13,731,i,-9,nt,nt,2.6%,4.6,1.6,10,-46%
Cc1ccc(-n2sc3ccccc3c2=O)cc1,-1.4,1105,-1.5,-0.14,-1,0.7,96,98,-2,667,i,8,0.88,1090,0.1%,3.9,2.5,4.3,-2.4%
CCOc1ccc(-n2cnnn2)cc1S(=O)(=O)NC1CC1,nt,nt,-1.6,-0.29,-0.76,1.3,-5,6,0,782,i,-9,-0.21,927,0.3%,0.9,0.8,2.0,-4.4%
O=C(NCN1C(=O)C2C3C=CC(C3)C2C1=O)Nc1cccnc1 (stereo not drawn),-12,1238,2.6,-0.15,1.2,-1.5,-6,-1,1,769,i,10,nt,nt,-3.5%,1.6,1.3,7.3,-1.3%
Cc1ccc(C)n1-c1cccc(C(=O)Nc2ccccc2)c1,-0.5,1333,3.2,-0.17,2.1,-2,nt,nt,-2,733,nt,nt,0.2,1006,nt,nt,nt,nt,nt
Cc1ccc(S(=O)(=O)NCCN2CCOCC2)cc1C,0.6,875,-0.79,-0.3,0.38,0.5,13,19,-4,788,i,15,1.2,1181,0.9%,3.1,2.6,9.3,-3.3%
COCCSc1ccccc1C(=O)NCc1ccc2c(c1)OCO2,-3.0,1364,0.66,-0.23,-0.62,-0.27,-45,-4,nt,nt,i,7,-0.44,1531,-0.2%,3.2,1.7,0.4,1.0%
COc1cccc(C(=O)N/N=C(/c2ccccc2)c2ccccn2)c1,-0.7,814,1,-0.23,0.79,0.78,66*,34*,nt,nt,+,15*,-1.8,655,-1.5%,2.1,0.8,3.5,-0.6%
COc1ccc(Nc2ccccc2)c(C)c1,nt,nt,-1.2,-0.26,-0.38,1.1,-5,-25,-13,781,i,-7,-0.03,1239,-0.7%,1.5,2.6,20,-2.0%
O=C(O)C1CCCCC1C(=O)NCCc1ccncc1 (stereo not drawn),1.4,1196,-2.3,13,1.3,-0.79,6,6,-8,751,i,0,-0.45,1302,2.5%,2.7,1.9,7.3,-3.7%
# Next part:
SMILES,b-catenin transl,b-catenin transl cell count 5 µM,Dynein transport,Dynein transport cytoplasmic EGFP,Dynein transport nuclear GR-EGFP,Dynein transport cell count,WT yeast gro inh,WT yeast gro inh mutant strain,Hep lipid drop,Hep lipid drop cells 6.5 µM,Autophagy mod,Autophagy mod cell loss 18 h,Ins promoter up,Ins promoter up cell count,CSM14.1 death rescue,MT stabilize HCS,MT stabilize HCS Hoechst-high %,MT stabilize HCS cytotoxicity %,XIAP displacement
O=C(CSc1nnnn1-c1ccccc1)Nc1ccc(Cl)cn1,0.8,1000,-0.11,-0.26,0.26,-0.62,18,80,3,742,i,1,-0.31,1386,-3.4%,2.5,1.5,6.3,-3.0%
COc1ccc(CC2(C)OC(c3ccc(Cl)cc3)=NN2C(C)=O)cc1 (stereo not drawn),-0.6,969,0.38,-0.3,-0.14,-0.2,56,2,12,611,i,-2,nt,nt,-3.3%,0.7,3.8,9.8,-8.5%
Cc1cccc(Cc2c(C)nc3c(C(=O)NCc4ccco4)cnn3c2C)c1,-4.2,909,-1.1,-0.34,-0.4,0.83,-44,-20,nt,nt,i,2,0.35,1266,1.1%,4.5,4.2,8.2,-2.0%
Cc1[nH]nc2c1/C(=N/O)CC(c1ccccc1)C2 (stereo not drawn),-2.2,860,-0.86,-0.2,0.38,0.24,-1,-1,nt,nt,i,-5,-1,1285,-0.6%,3.2,2.9,1.6,-5.4%
CCOC(=O)c1nnn(-c2nonc2N)c1COc1ccccc1,0.1,1040,0.5,-0.095,0.88,-1.7,-2,-14,-14,718,i,-6,0.06,819,0.5%,4.4,4.1,14,-2.5%
COc1cc(C(=O)Nc2ccc(Cl)c([N+](=O)[O-])c2)cc(OC)c1OC,0.3,1086,-0.28,-0.22,-0.084,0.46,3,-11,nt,nt,i,-5,-1.4,1217,0.1%,2.3,3.1,7.5,-4.7%
Cc1ccc(C(CC(=O)NCCCN(C)C)c2ccc(OC(C)C)cc2)cc1 (stereo not drawn),-0.9,1265,0.48,-0.2,0.12,-0.0057,nt,nt,-4,726,nt,nt,0.07,1121,nt,nt,nt,nt,nt
COc1ccc(-c2cc3cc(OC)c(OC)cc3c(C)n2)cc1,-0.5,1387,2.6,-0.0055,1.9,-2.6,nt,nt,23,701,nt,nt,1.3,874,nt,nt,nt,nt,nt
O=C1CC(/C=C/c2ccncc2)=Nc2ccccc2N1,5.4,1031,-3.1,0.019,-1.4,0.53,-10,4,4,672,i,2,0.67,1140,0.9%,7.1,1.9,7.3,-6.6%
COC(=O)c1ccc2c(c1)N(Cc1ccccc1F)C(=O)c1ccccc1S2=O (stereo not drawn),-2.1,1114,-0.27,-0.2,0.14,0.37,19,8,4,681,i,13,nt,nt,nt,4.1,2.4,7.6,-8.1%
COc1cnc(SCC(=O)O)[nH]c1=O,nt,nt,-0.71,-0.21,-0.57,-0.011,-2,0,nt,nt,i,-20,nt,nt,-0.9%,2.7,1.2,2.3,-1.9%
CN(c1ccccc1)S(=O)(=O)c1cccc(NC(=O)CSc2nnc(N)s2)c1,-0.5,978,1.3,-0.083,1.7,-3.1,17,-4,?,nt,i,0,-0.23,1035,6.3%,3.1,1.2,6.3,-3.1%
O=C(CS(=O)(=O)Cc1ccccc1)N1CCc2ccccc21,-1.1,1036,-0.025,-0.22,-0.04,1.2,-21,3,-16,660,i,-4,0.02,1817,0.7%,3.3,2.4,4.2,-3.0%
CCN(CC)CCOC(=O)c1ccccc1Br,-1.0,563,-1.2,-0.23,0.017,1.6,5,4,-4,667,i,9,nt,nt,5.9%,2.2,1.7,4.9,-1.4%
